RGS4 act = RGS4 potentiators or activators, primary screen, cell-based, HEK293 M3R inducible RGS4, calcium flux | AID 463111, 2010 | B-score at 10 µM | hit rate 0.92% among 310,000 | carbachol calcium flux Fluo4; hits give low values;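 active = B-score of the integrated calcium signal more than 4 SD below the library mean, with starting fluorescence not abnormally high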;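 also: negative B-score means reduced calcium response which marks RGS4 activation or potentiation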
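System – HEK293 FlpIn-TREx cells, stable M3R, doxycycline-inducible RGS4 · Reagent – ECmax carbachol challenge · Times – compound preincubation 20 min at room temperature before agonist · Technique – Fluo4 fluorescence kinetic imaging of calcium · Measure – B score of integrated Fluo4 ratio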
MrgX1 ag = agonists of human MrgX1 receptor, primary screen, HEK293 cells, Fluo-4 calcium flux | Fluo-4 calcium fluorescence, agonist mode; hits give high values | B-score at 10 µM | hit rate 0.44% among 310,000;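 active = calcium response B-score plate-corrected fluorescence ratio at least 3 library SD, with starting fluorescence B-score inside 5 SD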
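Assay system: MrgX1-expressing HEK293 cells / Amount: fifteen thousand cells per well / Doses: test compound in the initial addition of three / Timing: cells plated overnight, dye loaded 0.5 h 37 °C, 0.5 h room temperature / Technique: kinetic calcium dye fluorescence, Fluo-4 NW / Control set: positive and negative controls per plate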
ANO1 block = TMEM16A chloride channel inhibitors, primary screen, cell-based, HTS | Anoctamin-1 (Mus musculus), Q8BHY3 | HEK293 TMEM16A/YFP iodide influx fluorescence, ionomycin | normalized B-score (activity score, 25-100; higher = stronger inhibition) at 10 µM | AID 588511, 2011 | hit rate 1.2% among 310,000;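 active = ratio plate-corrected score three or more library SD toward inhibition, starting fluorescence score within five deviations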;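 also: score derived from kinetic fluorescence span divided by baseline fluorescence per well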
Target sequence (Q8BHY3 whole entry, looked up): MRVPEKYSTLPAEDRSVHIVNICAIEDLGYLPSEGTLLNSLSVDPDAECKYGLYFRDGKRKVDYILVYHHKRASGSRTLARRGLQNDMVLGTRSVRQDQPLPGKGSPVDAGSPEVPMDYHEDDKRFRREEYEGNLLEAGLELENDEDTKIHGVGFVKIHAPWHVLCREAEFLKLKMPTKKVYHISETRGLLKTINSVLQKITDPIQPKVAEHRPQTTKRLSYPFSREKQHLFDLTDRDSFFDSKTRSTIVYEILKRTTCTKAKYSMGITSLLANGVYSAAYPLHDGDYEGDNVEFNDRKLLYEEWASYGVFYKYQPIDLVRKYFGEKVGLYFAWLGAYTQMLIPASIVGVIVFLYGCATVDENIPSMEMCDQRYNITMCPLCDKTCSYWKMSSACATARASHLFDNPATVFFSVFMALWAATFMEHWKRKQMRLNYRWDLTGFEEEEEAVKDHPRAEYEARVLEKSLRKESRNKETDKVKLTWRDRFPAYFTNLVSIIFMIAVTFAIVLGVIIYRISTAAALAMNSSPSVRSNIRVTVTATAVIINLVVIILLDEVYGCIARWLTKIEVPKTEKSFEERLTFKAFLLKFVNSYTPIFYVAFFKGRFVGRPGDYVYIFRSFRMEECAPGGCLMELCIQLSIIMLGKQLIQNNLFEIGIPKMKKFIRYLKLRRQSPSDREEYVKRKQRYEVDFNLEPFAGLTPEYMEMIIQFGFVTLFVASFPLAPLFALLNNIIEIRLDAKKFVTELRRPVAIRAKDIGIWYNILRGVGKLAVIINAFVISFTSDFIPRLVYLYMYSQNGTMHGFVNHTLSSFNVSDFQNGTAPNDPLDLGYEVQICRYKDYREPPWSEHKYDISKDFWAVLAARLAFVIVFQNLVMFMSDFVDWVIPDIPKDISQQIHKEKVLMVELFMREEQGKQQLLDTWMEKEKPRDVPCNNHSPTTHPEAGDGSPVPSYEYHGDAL
KCNQ1 block = inhibitors of human KCNQ1 channel, primary screen, cell-based, thallium flux, high-throughput | Potassium voltage-gated channel subfamily KQT member 1 (Homo sapiens), P51787 | CHO-K1 KCNQ1, FluxOR thallium flux fluorescence; hits give high values | B-score at 10 µM | hit rate 1.3% among 310,000 | AID 2642, 2010;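 active = compounds whose thallium flux B-score, printed positive for inhibition, exceeds three library SD while starting fluorescence stays within three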;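 also: channel opened by potassium depolarization with thallium stimulus after 20 min compound exposure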
KCNQ1 act = potentiators or activators of KCNQ1 channel, primary screen, cell-based, thallium flux, high-throughput | CHO-K1 KCNQ1, thallium flux FluxOR fluorescence; hits give high values | B-score at 10 µM | hit rate 0.35% among 310,000 | AID 2648, 2010;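 active = fluorescence ratio B-score, a plate-corrected score, at least three library SD, with initial intensity B-score within 5 SD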
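Test system: CHO-K1 cells stably expressing KCNQ1 / Medium: assay buffer / Also added: depolarizing K+/Tl+ stimulus, K2SO4 and Tl2SO4 each 12.5 mM in 5x stock / Incubation: 90 min dye loading and 20 min compound exposure, both at room temperature / Signal: thallium influx via FluxOR fluorescence, kinetic imaging / Evaluation: B score of baseline-normalized fluorescence ratio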
hERG rescue = hERG rescue from dofetilide block, primary screen, cell-based, CHO-hERG, FluxOR thallium flux, dofetilide IC70 | hit rate 0.51% among 310,000 | Voltage-gated inwardly rectifying potassium channel KCNH2 (Homo sapiens), Q12809 | activation (rescue from dofetilide block), less the hit threshold, % at 10 µM | AID 1511, 2009 | dofetilide IC70 present;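 active = activation above the mean of controls blocked by dofetilide plus 5 SD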;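 also: thallium influx through hERG after potassium depolarization seen as dye fluorescence rise; in these data hits start at about 4.7%; inactives centre near -7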
KCNK3 block = human KCNK3 channel inhibitors, primary screen, CHO cells, FluxOR thallium flux, B-score | AID 602410, 2012 | B-score at 10 µM | hit rate 0.84% among 340,000 | FluxOR fluorescence; hits give low values;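 active = B-score under library mean minus 4 SD, starting fluorescence ratio at most library mean plus 5 SD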;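 also: more negative B-score means stronger inhibition of thallium flux through KCNK3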
KCNK9 inh = KCNK9 potassium channel inhibitors, primary screen, HEK293 cells, thallium flux. Potassium channel subfamily K member 9 (Homo sapiens), Q9NPC2. FluxOR thallium flux fluorescence; hits give low values. B-score at 10 µM. hit rate 1.2% among 310,000. AID 488922, 2010;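 active = ratio B-score over 3 SD below the library mean, with starting fluorescence within 5 SD of its mean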;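 also: negative B-score means less thallium flux so channel inhibition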
TMEM16A act = TMEM16A chloride channel activators or potentiators, primary screen, cell-based, HTS; B-score at 10 µM; Anoctamin-1 (Mus musculus), Q8BHY3; HEK293 TMEM16A/YFP-H148Q/I152L, iodide quench fluorescence; hits give low values; hit rate 0.3% among 340,000;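 active = fluorescence-ratio B-score plate-corrected deviation score at least 3 library SD below zero, with starting fluorescence score within 5 deviations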;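 also: channel opened by trigger with iodide after compound preincubation; score built on the fluorescence ratio of max minus min over baseline; more negative score means more quench and so TMEM16A activation or potentiation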
MrgX1 PAM = positive allosteric modulators of MrgX1, primary screen, HEK293 cells, Fluo-4 calcium flux | FDSS; hits give high values | Mas-related G-protein coupled receptor member X1 (Homo sapiens), Q96LB2 | hit rate 0.63% among 310,000 | B-score at 10 µM;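 active = plate-corrected calcium response at least 3 library SD above typical, normal starting fluorescence, not activating the receptor alone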;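 also: compound read alongside a low EC10 to EC30 dose of BAM8-22 agonist; peak minus trough fluorescence over baseline measured at the second addition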
RGS4 inh = RGS4 inhibitors, primary screen, cell-based, HEK293 M3R inducible RGS4, calcium flux; hit rate 0.45% among 310,000; AID 463165, 2010; Regulator of G-protein signaling 4 (Homo sapiens), P49798; Fluo-4 calcium flux; hits give high values; triggered by carbachol at its EC20; B-score at 10 µM;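 active = B-score, a plate-corrected calcium signal, over three deviations above library mean, with baseline fluorescence within five deviations of library mean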;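 also: RGS4 expression induced by doxycycline in cells with stable M3 receptor; B-score is computed from the integrated fluorescence ratio over baseline after carbachol; higher B-score means a larger calcium signal and so more RGS4 inhibition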
The depositor's hits bear a star; i = inactive; nt = no result given.

SMILES	RGS4 act	MrgX1 ag	ANO1 block	KCNQ1 block	KCNQ1 act	hERG rescue	KCNK3 block	KCNK9 inh	TMEM16A act	MrgX1 PAM	RGS4 inh
Nc1nc(Nc2cccc(F)c2)nc(NCCO)c1[N+](=O)[O-]	i	i	i	i	i	-14	i	i	i	i	i
CN(Cc1ccccc1)C(=O)CCS(=O)(=O)c1ccc2c(c1)oc(=O)n2C	i	i	i	i	i	-3	i	i	i	i	i
Cc1coc2cc3oc(=O)c(CCC(=O)NCC(=O)O)c(C)c3cc12	i	i	i	i	i	-4	i	i	i	i	i
COc1cc(-n2c(N)c(C(=O)NCc3ccco3)c3nc4ccccc4nc32)cc(OC)c1OC	i	i	i	i	i	-11	i	i	i	i	i
COc1ccc(N(C)S(=O)(=O)c2ccc3c(c2)CC(C)N3C(=O)C2CC2)c(OC)c1 (centres undefined)	i	i	i	i	i	-7	i	i	i	i	i
CCN(CCCNS(=O)(=O)c1ccc2c(c1)CCN2C(C)=O)c1cccc(C)c1	i	i	i	i	i	-10	i	i	i	i	i
Cc1cccn2c(=O)c3cc(C(=O)NC4CCCC4)c(=N)n(CCc4ccccc4)c3nc12	-8.1*	i	i	i	i	-20	i	i	i	i	i
Oc1ccccc1CN1CCCC(N2CCc3ccccc3C2)C1 (centres undefined)	i	i	i	i	i	-6	i	i	i	i	i
CCCC(=O)n1nc(-c2ccc(Cl)cc2)nc1SC	i	i	i	i	i	-4	i	i	i	i	i
O=C(N/N=C/c1cc(Br)cs1)C(O)c1ccccc1 (centres undefined)	i	i	i	i	i	-5	i	i	i	i	i
O=[N+]([O-])c1ccc(/C=N/Nc2ncc(-c3ccccc3)cn2)cc1	i	nt	nt	i	i	-11	i	i	i	nt	i
C/C=C/c1ccc(OCC(=O)Nc2cc(S(=O)(=O)N3CCOCC3)ccc2N2CCCC2)c(OC)c1	i	i	i	i	i	-14	i	i	i	i	i
Cc1ccccc1NC(=O)Cc1nc(COC(=O)c2ccccn2)cs1	i	i	i	i	i	-5	i	i	i	i	i
C=CCn1c(COc2ccccc2F)nnc1SCC(=O)Nc1cc(C)on1	i	i	i	i	i	-9	i	i	i	i	i
Cc1cccc(N2CCN(C(=O)c3cccc(NC4=NC5CS(=O)(=O)CC5S4)c3)CC2)c1C (centres undefined)	i	i	i	i	i	-17	i	i	i	i	i
CCCOc1ccc(Cc2c(O)nc(SC)[nH]c2=O)cc1	i	i	i	i	i	-7	i	i	i	i	i
COc1ccccc1NC(=O)C1=C(C)Nc2nnnn2C1c1ccncc1 (centres undefined)	i	i	i	i	i	-13	i	i	i	i	i
Cn1cc(-c2ccc(Cl)cc2)cc(C#N)c1=O	i	i	i	i	i	-9	i	i	i	i	i
Cc1ccccc1NC(=S)N(C)Cc1cn(C)c2ccccc12	i	i	i	i	i	-1	i	i	i	i	i
CC(=O)C1=C(C)N(Cc2ccccc2)C(=O)N[C@H]1c1ccco1	i	i	i	i	i	-5	i	i	i	i	i
COC(=O)C(C)N(c1ccc(C)cc1)S(=O)(=O)c1c(C)[nH]c(=O)[nH]c1=O (centres undefined)	i	i	i	i	i	-7	i	i	i	i	i
COc1ccc(-n2c(=O)c3c4c(sc3n(CC(N)=O)c2=O)CCCCC4)cc1	i	i	i	i	i	-5	i	i	i	i	i
O=S(=O)(Nc1ccc(O)c2ccccc12)c1cccs1	i	i	i	i	i	-2	i	i	i	i	8.1*
CCOc1ccc(Cl)cc1CNCCCSc1nc(C)cc(C)n1	i	i	i	i	i	-7	i	i	i	i	i
CCSc1nnc(NC(=O)C2C3CCC(C3)C2C(=O)O)s1 (centres undefined)	i	i	i	i	i	-11	i	i	i	i	i
COc1ccc(Nc2ncnc3ccc(Br)cc23)cc1OC	i	i	i	i	i	-10	i	i	i	i	i
Cc1ccc(CNC(=O)c2cc3c(=O)n4ccccc4nc3n(CC3CCCO3)c2=N)cc1 (centres undefined)	i	i	i	i	i	-14	i	i	i	i	i
CCC(=O)/C=C1\Sc2ccc(OC)cc2N1CC	i	i	i	i	i	-24	i	i	i	i	i
COc1ccc(NC(=O)CN2CCC(NC(=O)c3ccc(OC)cc3)CC2)cc1	i	i	i	i	i	-5	i	i	i	i	i
COc1ccc(Oc2cccc(Cl)c2CNC(=O)CC(C)(C)CC(=O)O)cc1	i	i	i	i	i	-8	i	i	i	i	i
O=C(CNCC1CCCCC1)Nc1cccc(S(=O)(=O)N2CCOCC2)c1	i	i	i	i	i	-5	i	i	i	i	i
Cc1ccc(C(=O)CSc2nnc3c4ccccc4nc(C(C)(C)C)n23)cc1	i	i	i	i	i	-7	i	i	i	i	i
O=C1N(CCCN2C(=O)C3(OCCO3)c3ccccc32)c2ccccc2C12OCCO2	i	i	i	i	i	-14	i	i	i	i	i
Cc1cc2nc(CCN(C(=S)NCC3CCCO3)C3CCCC3)[nH]c2cc1C (centres undefined)	i	i	i	i	i	-11	i	i	i	i	i
COc1ccc(N(CC(=O)NC2CCCCC2)C(=O)CNC(=O)c2ccco2)cc1OC	i	i	i	i	i	-5	i	i	i	i	i
Cc1cc(C(=O)NNC(=S)Nc2ccccc2C)cs1	i	i	i	i	i	-6	i	i	i	i	i
OCCCn1c(CCCNc2nc(-c3cccc(Br)c3)cs2)nc2cc(Cl)c(N3CCCCC3)cc21	i	i	i	i	i	-17	i	i	i	i	i
Cc1cccc(-n2c(C)cc(C=C(C#N)C#N)c2C)c1	i	i	i	i	i	-7	i	i	i	i	i
COc1ccc(C(c2nnnn2C(C)(C)C)N2CCN(c3nc4ccccc4s3)CC2)cc1OC (centres undefined)	i	nt	nt	i	i	-6	i	i	i	nt	i
COc1ccc(NC(=O)c2cncc(Br)c2)cc1S(=O)(=O)N1CCCCC1	i	i	i	i	i	-7	i	i	i	i	i
COCCNC(=S)Nc1ccc2nsnc2c1	i	i	i	i	i	-3	i	i	i	i	i
COc1ccccc1COC(=O)Nc1c(C)nn(C)c1Cl	i	i	i	i	i	-12	i	i	i	i	i
CCC(=O)Nc1ccc2c(c1)ncn2CCc1ccccc1	i	i	i	i	i	-4	i	i	i	i	i
Cc1cc(C)cc(-n2ncc3c2CCCC3NC(=O)c2cc(C)n(C)n2)c1 (centres undefined)	i	i	i	i	i	-13	i	i	i	i	i
CCN(CC)c1ccc(N=CN2CCOCC2)cc1	i	i	i	i	i	-2	i	i	i	i	i
CN(C)c1ccc(CNCCC(Cc2ccccc2)c2ccco2)cc1 (centres undefined)	i	i	i	i	i	-20	i	i	i	i	i
O=C(CN1CCCN(Cc2ccc(F)cc2Cl)C1=O)NC1CCCCCCC1	i	i	i	i	i	-12	i	i	i	i	i
CCCOc1cccc(C2/C(=C(/O)c3ccccc3)C(=O)C(=O)N2CCN(C)C)c1 (centres undefined)	i	nt	nt	i	i	-3	i	i	i	nt	i
C=CCSc1nnc(-c2c[nH]c3ccccc23)n1CCOC	i	i	i	i	i	-6	i	i	i	i	i
O=C(Nc1ccc(Cl)cc1)[C@@H]1[C@@H]2C(=O)N(c3ccc4ccccc4c3)C(=O)[C@@H]2[C@H]2C=CC=NN21	i	i	i	i	i	-10	i	i	i	i	i
O=C(COc1ccc(Cl)cc1)NCc1nnc(SCC(=O)Nc2ccccc2F)o1	i	i	i	i	i	-7	i	i	i	i	i
c1ccc(CNc2cncnc2)cc1	i	i	i	i	i	-8	i	i	i	i	i
CC1C(c2ccccc2)N(C)C(c2ccccc2)C(C)C1(O)C#Cc1ccccc1 (centres undefined)	nt	i	i	nt	nt	nt	i	nt	i	i	nt
CC1CC(=O)Nc2ccccc2N1S(=O)(=O)c1cccc(Cl)c1 (centres undefined)	i	i	i	i	i	-12	i	i	i	i	i
O=S(=O)(Nc1ccc(Cl)cc1)c1cccc2cccnc12	i	i	i	i	i	-5	i	i	nt	i	i
O=C(Nc1cccc(F)c1)Nc1ccc(Cl)cn1	i	i	i	i	i	-5	i	i	i	i	i
Cc1cnc(C(=O)Nc2ccccc2-c2nnn(CC(=O)NC3CCCC3)n2)cn1	i	i	i	i	i	-6	i	i	i	i	i
C=CCOc1ccc(C(=O)Nc2ccc3c(c2)n(C)c(=O)n3C)cc1	i	i	i	i	i	-5	i	i	i	i	i
CCC(C)N1C(=O)c2ccccc2C1C(=O)NC1CCCCCC1 (centres undefined)	i	i	25*	i	i	-11	i	i	i	i	i
O=C(CSc1nn(-c2ccc(F)cc2)c(=S)s1)NCC1CCCO1 (centres undefined)	i	i	i	i	i	-5	i	i	i	i	i

Additional records follow.
SMILES	RGS4 act	MrgX1 ag	ANO1 block	KCNQ1 block	KCNQ1 act	hERG rescue	KCNK3 block	KCNK9 inh	TMEM16A act	MrgX1 PAM	RGS4 inh
CN(C)S(=O)(=O)c1ccc2oc(SCC(N)=O)nc2c1	i	i	i	i	i	-7	i	i	i	i	i
Cc1ccc2[nH]c3c(=O)n(Cc4ccco4)cnc3c2c1	i	i	i	i	i	-10	i	i	i	i	i
O=C(NCCc1cscn1)C1CCC(=O)N(Cc2ccc(Cl)cc2)C1 (centres undefined)	i	i	i	i	i	-5	i	i	i	i	i
O=C(NN=C1CCCC1)c1ccc([N+](=O)[O-])cc1	i	i	i	i	i	-3	i	i	i	i	i

Screening data as filed in PubChem.
